# Screening results: PubChem BioAssay, The Scripps Research Institute Molecular Screening Center
# TbREL1 primary: TbREL1 inhibition, primary screen | P86926 | TbREL1 RNA ligation, FRET fluorescence | inhibition, % at 9.66 µM | 89,000 compounds, 0.49% hits;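 active = inhibition above the mean inhibition across all screened compounds plus 3 SD, cut at about 11% in these data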;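 also: 0% = plate median of test wells and 100% = NSC42067 control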
# Target sequence (P86926 whole entry, looked up): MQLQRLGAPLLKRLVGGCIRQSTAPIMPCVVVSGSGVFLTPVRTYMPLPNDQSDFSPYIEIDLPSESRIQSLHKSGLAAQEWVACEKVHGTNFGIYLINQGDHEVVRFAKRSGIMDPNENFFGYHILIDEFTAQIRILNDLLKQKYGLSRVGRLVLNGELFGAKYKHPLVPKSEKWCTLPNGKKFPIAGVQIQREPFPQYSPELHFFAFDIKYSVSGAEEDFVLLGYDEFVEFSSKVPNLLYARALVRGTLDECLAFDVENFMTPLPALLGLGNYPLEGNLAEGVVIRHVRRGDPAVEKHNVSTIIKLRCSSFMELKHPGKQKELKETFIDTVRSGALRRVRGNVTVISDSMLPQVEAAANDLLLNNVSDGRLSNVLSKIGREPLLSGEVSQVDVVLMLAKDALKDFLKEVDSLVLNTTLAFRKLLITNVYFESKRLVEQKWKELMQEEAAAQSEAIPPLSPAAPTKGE
# Numbers without * were called inactive.
Molecule,TbREL1 primary
COc1ccc(CCNC(=O)CSc2nc3ccccc3o2)cc1OC,1.5
COc1ccc(NC(=O)c2ccc(N(C)S(C)(=O)=O)cc2)cc1OC,3.8
O=C(Nc1nccs1)c1ccc(Cl)s1,0.8
Cc1nccn1CC(=O)N/N=C/c1cc(Br)cs1,-1.6
O=C(CSc1nnc(-c2ccccc2)o1)N1CCc2ccccc2C1,-1.5
S=C(NCc1ccccc1)NC1CCSc2ccccc21 (configuration not stated),-6.2
CC(NC(=O)Nc1ccccc1Cl)c1ccc2c(c1)OCO2 (configuration not stated),6.0
O=C(Nc1cccc(F)c1)NC1CCCCC1,1.6
NC(=O)NNC1=Nc2cccc3cccc1c23,6.3
O=C(O)CSc1nc(C(F)(F)F)cc(=O)n1-c1ccccc1,-0.1
Cc1ccc(NC(=O)COC(=O)Cn2c(C)csc2=O)c([N+](=O)[O-])c1,-1.2
CCCCN(CCCC)S(=O)(=O)c1ccc(OC)c2ncccc12,-2.7
COc1ccccc1Oc1ccc(N/C=C2/CCCC2=O)cc1,-4.2
N=c1n(-c2ccccc2)c(O)cc(=O)n1-c1ccccc1,-0.6
COc1cc(SC)ccc1C(=O)N1CCN(c2ccccc2)CC1,-6.0
Cn1c(=O)c2c(SCc3cccc(C(F)(F)F)c3)nc(-c3ccco3)nc2n(C)c1=O,3.4
CCOC(=O)c1c(C)nc2c(c1-c1cc(OC)c(OC)c(OC)c1)C(=O)c1ccccc1-2,2.7
O=C(Nc1ccccn1)NC12CC3CC(CC(C3)C1)C2,0.1
O=C(CCN1CCCCC1=O)NC1CCCc2c1cnn2-c1ccccc1F (configuration not stated),-0.5
Cc1nn(-c2ncc(C(F)(F)F)cc2Cl)c(=O)n1-c1ccccc1Cl,2.0
O=C(NCC(c1cccs1)N1CCOCC1)c1ccc(Cl)cc1 (configuration not stated),-1.4
c1ccc(-c2noc(-c3cccc4ccccc34)n2)nc1,3.1
COCC(=O)N1CCC(Oc2ccc(C(=O)NCc3cc(C)no3)cc2)CC1,-0.7
O=S1(=O)CC(N2CCSCC2)CN1Cc1cn(Cc2ccc(Cl)cc2)nn1 (configuration not stated),3.9
O=C(CSc1nnc(-c2cccc(S(=O)(=O)N3CCCCC3)c2)o1)c1ccc[nH]1,-2.8
O=C(Nc1nccs1)c1ccc(COc2c(F)c(F)cc(F)c2F)cc1,6.8
C#CCNC(=O)C[C@H]1C[C@@]2(C(=O)OC)C(=C[C@H](COCc3ccccc3)O[C@@H]2C)N(CCc2ccc(OC)c(OC)c2)C1=O,-1.4
COc1cccc(CN(CC(=O)NCc2ccco2)C(=O)CNS(=O)(=O)c2ccccc2)c1,-1.5
Cc1sc2c(c1C)c(=O)n(-c1ccc(Cl)cc1)c(=O)n2Cc1cc(=O)n2ccccc2n1,-0.9
O=C(c1cnsn1)N1CCC(CO)(Cc2cccc(F)c2)CC1,-0.9
O=C(Nc1ccc2c(c1)CCC2)c1ccccc1F,-0.4
CC1CN=C2C(C(=O)Nc3ccccc3)=C(O)CC(c3ccccc3)N21 (configuration not stated),1.8
CCNC(=O)C1CCCN(C(=O)c2ccc(C(F)(F)F)cc2)CC1 (configuration not stated),3.7
CC(C)NC(=O)Nc1ccc2c(c1)C(=O)N([C@H](C)CO)C[C@H](C)[C@@H](CN(C)S(=O)(=O)c1cn(C)cn1)O2,-3.5
COc1cccc(-c2cc(C(=O)N3CCCCC3C)no2)c1 (configuration not stated),5.9
CC1(C)Cc2c(sc3ncnc(NN)c23)CO1,0.6
CCOc1ccc(CC(=O)NCC(=O)NCc2cc(=O)n(C)c(=O)n2C)cc1,1.9
Cc1cccc(N(C)C(=O)CCS(=O)(=O)c2cccc3nonc23)c1,0.2
COc1ccc(NC(=O)N2CCCC2C(=O)NC2CCCC2)cc1 (configuration not stated),-2.4
C1CSC2(N1)C1CC3CC2CC(C1)C31NCCS1 (configuration not stated),-1.3
COc1ccc(NC(=O)CON=CC(=O)Nc2ccc(C)cc2)c(OC)c1,-1.4
CC1CCN(c2ccc(C(=O)O)cc2NS(=O)(=O)c2ccc(Br)s2)CC1,2.0
CCOc1cc(N2CCOCC2)c(OCC)cc1NC(=O)COC(=O)c1cc2ccccc2cc1O,-2.4
COc1cc(C2=NOC(C(=O)NCc3ccccn3)C2)cc(OC)c1OC (configuration not stated),-3.3
COc1ccc(S(=O)(=O)N2CC(C)N(C(=O)N3CCOCC3)C2)cc1 (configuration not stated),0.0
CCOCCN(C(=O)COC)c1cccc(OC)c1,-2.2
CC(C)[C@H](NC(=O)OC(C)(C)C)c1cc(C(=O)NCCO)c(N)s1,0.9
O=C(Cc1ccc(Br)cc1)N1CCN(c2ccccc2O)CC1,4.9
CC(=O)Nc1ccccc1NC(=O)C/C(C)=N/NC(=O)C1CCCCC1,-1.4
CN(Cc1cccs1)C(=O)CN1C(=O)c2ccccc2S1(=O)=O,2.0
Oc1ccc(Br)cc1CNc1nccs1,-0.9
Cc1ccsc1/C=C1\SC(N2CC(C)OC(C)C2)=NC1=O (configuration not stated),0.6
Cc1cc(-c2cccs2)nc(-n2cccc2)n1,0.1
CC(=O)C1=C(C)NC(=O)NC1c1cc(Br)ccc1OCC#N (configuration not stated),-0.3
CCOc1cc2c(C#N)c(N3CCNCC3)nc(N)c2c(N)n1,8.3
O=C(O)CCN1C(=O)c2ccc(NC(=O)c3ccco3)cc2C1=O,3.1

# The results go on.
Molecule,TbREL1 primary
O=C(C(Sc1ccccc1)c1ccccc1)N1CCOCC1 (configuration not stated),6.2
Cc1cc(NC(=O)c2cccc(S(=O)(=O)N3CCCC3)c2)no1,-0.4
COc1cc(CCCN2CCNC[C@H]2Cc2cccc3ccccc23)cc(OC)c1OC,4.0
Cc1ccc(-c2n[nH]c(=O)c3ccccc23)cc1S(N)(=O)=O,-0.9
Cc1ccccc1CN1CCC(N2CCC(C(=O)NCC3CCCO3)CC2)CC1 (configuration not stated),-1.5
COc1ccc(C(=O)NCCn2cc(SCC(=O)N3CCOCC3)c3ccccc32)cc1,-0.7
CCOC(=O)c1cc(-c2ccccc2C)nn1CC1CC(c2cccnc2)=NO1 (configuration not stated),0.2
COc1ccccc1CN(C)C(=O)CN1CCN(C(=O)c2cccs2)CC1,-0.9
N#C/C(=C\N1CCOCC1)C(N)=O,1.5
COc1ccc(C(CC(=O)O)NC(=O)C2CCCCC2)cc1 (configuration not stated),0.9
Nc1cc(Cl)ccc1C(=O)OCC(=O)NC1CCCCCCC1,3.9
COC(=O)c1cc(S(=O)(=O)N2CCN(c3cccc(C(F)(F)F)c3)CC2)cn1C,5.6
CC(C)C[C@H]1CN(CCCC[C@@H]2CNC(=O)C(=O)N2CC2CCCCC2)C(=O)C(=O)N1CCC1CCCCC1,2.1
CCOc1ccc(S(=O)(=O)N2CCN(CC)CC2)cc1NC(=O)c1ccccc1F,-2.0
Cc1ccc(S(=O)(=O)CCC(=O)OCC(=O)NC(=O)c2ccccc2)cc1,-1.2
N#C/C(=C/c1cn(-c2ccccc2)nc1-c1cccc(S(=O)(=O)N2CCCC2)c1)C(=O)NCc1ccco1,5.4
Cc1ccccc1OCC(=O)Nc1nc2ccccc2[nH]1,2.2
COC(=O)c1ccccc1NC(=O)CNC(=O)c1ccc(OC)cc1,2.8
COC(=O)[C@]12C[C@H](CC(=O)NCCC(C)C)C(=O)N(Cc3cccc4ccccc34)C1=C[C@H](C(C)(C)C)O[C@@H]2C,4.4
CC1(C)CC(=O)C2=C(C1)N(c1ccccc1C#N)C(N)=C(C#N)C2c1cccs1 (configuration not stated),-2.2
Cn1c(=O)c2cc(S(=O)(=O)N3CCOCC3)ccc2n(C)c1=O,3.2
CCCNc1nc(C)cc(-c2cc(C(=O)NCc3ccccc3)on2)n1,-1.1
CCOc1ccccc1C(=O)NCC(=O)OCc1c(C)noc1C,-1.7
CCOC(=O)c1cc2c(ccn2C)n1CC(=O)N(Cc1ccccc1)c1ccccc1,-4.3

# Of the compounds above, 4 contain a furan ring, fused or not:
Molecule,TbREL1 primary
Cn1c(=O)c2c(SCc3cccc(C(F)(F)F)c3)nc(-c3ccco3)nc2n(C)c1=O,3.4
COc1cccc(CN(CC(=O)NCc2ccco2)C(=O)CNS(=O)(=O)c2ccccc2)c1,-1.5
O=C(O)CCN1C(=O)c2ccc(NC(=O)c3ccco3)cc2C1=O,3.1
N#C/C(=C/c1cn(-c2ccccc2)nc1-c1cccc(S(=O)(=O)N2CCCC2)c1)C(=O)NCc1ccco1,5.4

# (more compounds)
Molecule,TbREL1 primary
O=C1N/C(=N\N=C\c2cccnc2)SC1Cc1ccc(SC(F)F)cc1 (configuration not stated),-0.6
COc1ccc(-c2nsc3c(SCc4ccccc4)ncnc23)cc1,2.0
Cc1cc(Cl)ccc1NC(=S)N1CCN(Cc2ccccc2)CC1,-1.6
Cc1nc2ccc(S(=O)(=O)NCC(=O)NCc3cccs3)cc2s1,-2.6
COC(=O)c1ccc(OCC(=O)NC(C)(C)C)cc1,-2.0
CN(C(=O)COC(=O)c1ccc2c(=O)n3c(nc2c1)CCC3)C1CCS(=O)(=O)C1 (configuration not stated),5.5
O=C(c1ccc(NS(=O)(=O)c2ccc(F)cc2)cc1)N1CCOCC1,-4.4
COc1ccc(OC)c(CNC(=O)c2[nH]c(C(F)(F)F)nc2-c2ccccc2)c1,1.5
CNC(=O)COc1ccc(Cl)c2cccnc12,-3.9
NC(=O)CSc1nnc(-c2ccc3c(c2)OCO3)o1,7.9
Cc1nc(N)nc(N)c1/C=C/C(C)(C)c1ccc(Cl)cc1,14.8*
OC(COc1ccccc1)CN1CCN(Cc2ccc3c(c2)OCO3)CC1 (configuration not stated),0.7
COc1ccc(S(=O)(=O)N2CCSC2c2ccc(OC)c(OC)c2)cc1 (configuration not stated),6.2
C=CCN(C(=O)c1csnn1)C(C(=O)NC1CCCCC1)c1ccc(C)cc1 (configuration not stated),-3.4
Cc1c(N=C2N=C(NC(=O)c3cccs3)c3ccccc32)c(=O)n(-c2ccccc2)n1C,-1.5
CCCCn1c(N)c(N(CC(C)C)C(=O)C2CCN(S(=O)(=O)c3ccc(C)c(C)c3)CC2)c(=O)[nH]c1=O,-1.8
O=C(COc1ccc(-c2nnco2)cc1)N1CCN(S(=O)(=O)c2ccccc2)CC1,-1.6
COc1ccc(OC)c(C2/C(=C(\O)c3ccc(OC)c(Cl)c3)C(=O)C(=O)N2CCN(C)C)c1 (configuration not stated),2.3
COc1ccc(Cl)cc1N(CC(=O)N/N=C/c1ccc(OC(C)C)cc1)S(=O)(=O)c1ccc(C)c([N+](=O)[O-])c1,2.0
O=C(N/N=C\c1cccnc1)c1cc(-c2ccc(Cl)s2)[nH]n1,8.4
O=C1C(=O)N(CCCn2ccnc2)C(c2ccc([N+](=O)[O-])cc2)/C1=C(\O)c1ccc2c(c1)OCCO2 (configuration not stated),0.5
N#CC(C(N)=O)=C1CCC2(CC1)OCCCCO2,-1.4
COc1cccc(/C=N/n2c(=S)n(C)c3cc(C)c(C)cc32)c1OC,-1.4
CCC(=O)Nc1ccc(NC(=O)Cc2ccccc2)cn1,1.2
O=C1Nc2ccccc2/C1=C/c1cnc(-c2ccccc2)[nH]1,1.7
NC(=O)c1nsc(C(=O)N(CC(=O)NCc2ccc(F)cc2)Cc2ccco2)c1N,3.8
COC(=O)c1ccc(NC(=O)CSC2=NC(=O)C(c3ccccc3)C(=O)N2)cc1 (configuration not stated),-1.3
c1ccc2c(CNn3cnnc3)cccc2c1,1.5
CCN1CCN(C(=O)Nc2cccc3ccccc23)CC1,-1.3
C=C1SC(Nc2c(C)cccc2C)=NC12CCCCC2,4.6
O=C(c1ccccc1)c1ccc(N2CCOCC2)cc1,0.7
CCNC(=O)C1CCCN(C(=O)c2cccs2)CC1 (configuration not stated),0.9

# A different layout for some results above.
TbREL1 primary,SMILES
4.6,C=C1SC(Nc2c(C)cccc2C)=NC12CCCCC2
0.7,O=C(c1ccccc1)c1ccc(N2CCOCC2)cc1
0.9,CCNC(=O)C1CCCN(C(=O)c2cccs2)CC1 (configuration not stated)

# (further entries)
Molecule,TbREL1 primary
Cn1nc(C(=O)OCc2ccc(F)cc2)c2ccccc2c1=O,-2.3
COc1cc(S(=O)(=O)NC2CCSc3ccccc32)ccc1NC(C)=O (configuration not stated),3.0
CC(C)(C)NC(=O)Cn1c(SCC(=O)N2CCCCCC2)nc2ccccc21,1.3
Cc1ccc(-n2nnc3c(=O)n(Cc4ccccn4)cnc32)cc1C,7.8
CCCN(CCC)CCNS(=O)(=O)c1ccc2c(c1)oc(=O)n2C,-0.3
Cn1c(=O)[nH]c(=O)c2c1nc(NCCCO)n2CCOc1ccccc1,-3.7
CCOc1ccc(-n2cnnn2)cc1S(=O)(=O)NCc1ccccc1,1.3
CCc1nc2ccc(C(=O)NCCCn3ccnc3)cn2c1N(C)Cc1cc2ccccc2s1,-1.6
CN(C(=O)CN1C(=O)NC(C)(c2cccc(Br)c2)C1=O)C1CCCCC1 (configuration not stated),3.5
Cc1cc(C)cc(C(=O)NC(CC(N)=O)c2ccc(N3CCN(C)CC3)c([N+](=O)[O-])c2)c1 (configuration not stated),0.0
CCOc1ccccc1NC(=O)c1cc(Cl)ccc1NC(=O)c1ccco1,1.6
COc1ccc(-c2oc3ccccc3c(=O)c2OC(=O)c2ccc(C)cc2)cc1,-0.9
Cc1nn(Cc2cccc(F)c2)c(C)c1NC(=O)c1c([N+](=O)[O-])c(C)nn1C,-3.0
COC(=O)c1c(NC(NC(=O)CC(C)C)C(Cl)(Cl)Cl)sc2c1CCC2 (configuration not stated),-5.2
Nn1c(SCC(=O)NC2CCCCC2)nnc1-c1ccc(Cl)cc1,1.6
C#CC(=O)N(c1ccc(OC)cc1OC)C(C(=O)NC1CCCC1)c1cccs1 (configuration not stated),-3.8

# Not all compounds are listed, so the mix of outcomes need not match the whole.
